# Ecoli viability = counter-screen for AddAB inhibitors: E. coli growth inhibition; E. coli V3065 growth, OD600 absorbance, 18 h; inhibition, % at 11.9 µM; actives 0.27% (n = 330,000); AID 449728;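 active means inhibition above the campaign's mean inhibition across all tested compounds plus 3 SD, cut at about 9.9% in these data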;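 further: uninfected addAB+ strain grown without phage in ampicillin broth; 0% = DMSO wells and 100% = ciprofloxacin 0.95 µg/ml wells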
# MITF TRPM1 HTS = increases MITF-driven TRPM1 promoter luciferase signal. SK-MEL-5 TRPM1-promoter luciferase, 24 h; % of positive control, neutral wells = 0. actives 0.75% (n = 300,000). activation, % at 12.5 µM;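 active means mean activation of at least 80% with every replicate also reaching 80%; inconclusive means mean reaches 80% but some replicate falls short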;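 further: 0% = neutral control wells and 100% = parthenolide positive control wells; values of inactives mirror those of a sister screen read the other way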
# AddAB inh = less growth of phage-infected E. coli with AddAB. inhibition, % at 11.9 µM. actives 0.29% (n = 330,000). E. coli expressing H. pylori AddAB, absorbance growth; in the data active means inhibition above about 12%;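 further: 0% = vehicle wells of infected cells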
# CAL PDZ FP-1 = inhibitors of human CAL PDZ peptide binding; purified CAL PDZ, TMR-peptide fluorescence polarization, 1 h; AID 504414; actives 0.02% (n = 330,000); Q9HD26; inhibition, % at 20 µM;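 active means highest replicate inhibition of at least 40%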;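 further: plate controls were DMSO neutral control wells for no effect and unlabeled competitor peptide control wells for full effect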
#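 Material: tagged CAL PDZ protein CerCALP, purified; buffer or medium: sodium phosphate/NaCl buffer pH 7.4 with TCEP, IgG, Thesit; also added: fluorescent TMR peptide probe; schedule: 1 h incubation at room temperature before polarization reading; technique: fluorescence polarization from S- and P-plane intensities, G-factor corrected; control set: unlabelled peptide and DMSO controls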
# SR-BI HDL uptake = mouse SR-BI HDL lipid transfer inhibition; Q61009; ldlA[mSR-BI] CHO cells, DiI-HDL uptake fluorescence, 3 h; inhibition, % at 12.5 µM; actives 0.96% (n = 320,000); AID 488896;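 active means mean replicate inhibition of at least 70% and a set share of replicates each scoring 70 or more; inconclusive means meets just one of the two criteria; inactive means fails both criteria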;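 further: 0% = median of neutral control wells and 100% = median of positive control wells; values of inactives mirror those of a sister screen read the other way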
# Target sequence (Q61009 whole entry, looked up): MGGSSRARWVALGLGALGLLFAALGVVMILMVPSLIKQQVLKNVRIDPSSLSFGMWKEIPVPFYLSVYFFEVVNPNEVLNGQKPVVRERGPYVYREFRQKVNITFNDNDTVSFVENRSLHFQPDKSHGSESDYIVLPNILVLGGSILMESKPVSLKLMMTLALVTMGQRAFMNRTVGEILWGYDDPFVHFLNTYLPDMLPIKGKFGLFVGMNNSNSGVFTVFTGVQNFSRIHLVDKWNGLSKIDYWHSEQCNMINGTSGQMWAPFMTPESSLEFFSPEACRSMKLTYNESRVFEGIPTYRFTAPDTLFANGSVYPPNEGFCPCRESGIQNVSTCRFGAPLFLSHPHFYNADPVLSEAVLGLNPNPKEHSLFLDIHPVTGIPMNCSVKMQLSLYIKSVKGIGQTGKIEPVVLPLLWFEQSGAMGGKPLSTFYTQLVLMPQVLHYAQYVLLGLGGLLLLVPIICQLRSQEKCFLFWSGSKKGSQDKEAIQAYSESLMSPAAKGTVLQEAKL
# Tat export inh = blocks Tat-dependent protein export in E. coli. AID 488895. actives 0.036% (n = 340,000). inhibition, % at 10 µM. E. coli MC4100 TorA-mCherry Tat export, fluorescence;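 active means mean replicate inhibition at least 50% and at least half of replicates individually reaching 50%; inconclusive means only one of the two criteria met; inactive means neither criterion met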;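 further: exported cargo escapes ClpAP degradation while cytoplasmic cargo is degraded and loses fluorescence; 0% = median of neutral control wells and 100% = median of NaSCN control wells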
# SR-BI uptake up = SR-BI HDL lipid transfer activation. CHO ldlA[mSR-BI] cells, DiI-HDL uptake fluorescence, 3 h; 100 = double the neutral-control signal. actives 0.096% (n = 320,000). AID 504775. activation, % at 12.5 µM;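 active means mean replicate activation of at least 60% and every replicate at or above 60%; inconclusive means mean or all-replicate condition met, but not both; inactive means mean below 60% and not all replicates reaching 60%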;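 further: 0% = median plate neutral-control signal and 100% = twice that signal; values of inactives mirror those of a sister screen read the other way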
#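 Material: SR-BI-overexpressing, LDLR-lacking CHO cells; schedule: compound exposure 3 h, 37 °C; reagent: DiI-labelled HDL at 10 µg/mL final; technique: bottom-read fluorescence, 550/595 nm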
# phage Ecoli inh = E. coli growth loss with phage present | growth absorbance | inhibition, % at 11.9 µM | actives 0.26% (n = 360,000) | AID 651602; in the data active means inhibition above about 11%
# Wnt bcat act = activates Wnt/beta-catenin signaling in a reporter cell assay. actives 1.2% (n = 300,000). AID 743398. activator, plate reader. activation, % at 9.35 µM; in the data active means activation above about 30%, passing the limit was not always enough; inconclusive means no clear call, values can overlap the other calls;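 further: 0% = neutral control wells and 100% = positive control wells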
# CAL PDZ FP-2 = inhibitors of human CAL PDZ peptide binding; Q9HD26; purified CAL PDZ, TMR-peptide fluorescence polarization, 1 h; inhibition, % at 24.9 µM; actives 0.92% (n = 300,000); AID 602252;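 active means mean inhibition of at least 30% with at least half of replicates also reaching 30%; inconclusive means no clear call, values can overlap the other calls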;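 further: 0% = DMSO neutral control and 100% = excess unlabeled competitor peptide PRC23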
# * hit, by the source's call; u = inconclusive; x = not tested or not shown; & = joins results of further samples.
SMILES,Ecoli viability,MITF TRPM1 HTS,AddAB inh,CAL PDZ FP-1,SR-BI HDL uptake,Tat export inh,SR-BI uptake up,phage Ecoli inh,Wnt bcat act,CAL PDZ FP-2
COC(=O)c1c[nH]n2c(=O)cc(CCl)nc12,-0.8,4,0.0,-0.4,-20,-11,20,-0.3,-1,-4
O=C(NC1CCCCCCC1)c1ccc(Br)o1,-2.2,x,2.4,0.0,-4,-1,4,2.8,-1,-1
Cc1ccc(OCC(=O)c2c(O)c3ccccc3oc2=O)cc1C,2.1,8,1.9,0.3,-3,-2,3,1.1,x,0
COc1ccccc1CC(=O)Nc1ccc(F)cc1F,3.4,-1,2.8,-2.3,-10,-2,10,3.2,0,1
CCN(CC)c1ccc(NC2=C(Cl)C(=O)c3ccccc3C2=O)cc1,-2.1,-92,2.0,0.8,7,-19,-7,x,x,-3
O=C(CSc1nnnn1-c1ccc(F)cc1)c1ccc(O)c(O)c1,1.7,-17,3.6,-1.5,10,-3,-10,7.2,-2,1
O=C(C1=C[C@H](c2coc3ccccc3c2=O)C[C@H](OCCCCO)O1)N1CCN(Cc2ccccc2)CC1,-3.0,0,-1.4,-0.1,-10,6,10,-0.5,-4,3
Cc1cccc(OCC(=O)NNC(=O)c2cc(S(=O)(=O)N(C)C)ccc2N2CCCC2)c1,-0.3,6,-0.4,-1.4,-8,2,8,3.0,7,-3
CCCCN(C(=O)CSc1nnc(Nc2ccccc2)s1)c1c(N)n(CCC)c(=O)[nH]c1=O,3.9,4,4.7,-0.9,42,9,-42,4.7,0,x
CCOC(=O)c1nc2cc3n(c(C)c-2c1C)C(C)C(C)=C3C (centres undefined),-2.0,2,-0.6,-0.9,0,-4,0,-4.2,x,-4
CC(=O)Nc1ccc(/C=C/c2ccc3cccc([N+](=O)[O-])c3n2)cc1,1.0,10,0.2,-1.5,x,-4,x,0.2,27,-6
Cc1ccccc1Cc1n[nH]c(=S)n1N,-0.6,12,2.1,-0.5,-2,-14,2,1.5,1,5
Cc1ccc(Cl)cc1Nc1nc(N2CCOCC2)nc(N2CCOCC2)n1,-1.3,21,4.2,-2.6,32,-6,-32,2.0,-1,-1
COc1ccc(OCCC(=O)OCC(=O)NCc2ccc(F)cc2)cc1,-1.1,14,-0.4,-1.9,-16,13,16,-0.2,-1,47*
COc1cc(N=Cc2c(CO)cnc(C)c2O)cc(OC)c1OC,-1.9,x,0.1,-1.2,-32,2,32,1.6,0,x

# Next part, starting with the last 2 of the part before.
SMILES,Ecoli viability,MITF TRPM1 HTS,AddAB inh,CAL PDZ FP-1,SR-BI HDL uptake,Tat export inh,SR-BI uptake up,phage Ecoli inh,Wnt bcat act,CAL PDZ FP-2
COc1ccc(OCCC(=O)OCC(=O)NCc2ccc(F)cc2)cc1,-1.1,14,-0.4,-1.9,-16,13,16,-0.2,-1,47*
COc1cc(N=Cc2c(CO)cnc(C)c2O)cc(OC)c1OC,-1.9,x,0.1,-1.2,-32,2,32,1.6,0,x
Cc1cc(OCC(=O)NC(Cc2c[nH]c3ccc(O)cc23)C(=O)O)c2c(C)c(C)c(=O)oc2c1 (centres undefined),-0.5,x,4.0,0.4,-49,4,49,1.8,-4,-3
COc1cc(Cl)c(C)cc1NC(=O)c1cccc(OC)c1OC,0.7,59,-0.2,-1.3,u,3,-72,3.8,12,-3
Cc1cc(C)c2oc(-c3ccc(C)c(NC(=S)NC(=O)/C=C/c4ccco4)c3)nc2c1,-2.0,-19,2.7,-0.3,35,-4,-35,1.2,x,-3
COc1ccccc1/C=C/C(=O)OCC(=O)NNC(=O)c1ccccc1,-0.6,-11,0.8,-1.4,11,-10,-11,2.6,x,-4
CCC1CCCCN1C(=O)c1sc2nc(C)nc(N(CC)CC)c2c1C (centres undefined),-1.2,-11,4.3,-4.8,-14,-6,14,1.6,-3,-5
COc1ccc(Cc2noc(CN3CCN(C4CCc5ccccc5C4)CC3)n2)cc1OC (centres undefined),2.3,-12,-0.7,-1.0,13,3,-13,3.0,-2,1
NC(=O)c1ccc(SCC(=O)OCC(=O)NCC2CCCCC2)c([N+](=O)[O-])c1,0.8,0,2.6,0.7,-3,1,3,0.9,0,-9
COc1ccccc1N1CCN(C(=O)c2c(-c3ccccc3)noc2C)CC1,-0.1,-18,-0.7,-1.0,-22,4,22,-1.0,x,-4
Cc1ccc(C)c(-n2c(-c3ccco3)n[nH]c2=S)c1,-0.9,x,0.4,-0.2,-1,-3,1,1.8,-1,2
O=c1c2ccccc2ncn1CCc1ccncc1,x,3,x,-0.4,-5,-8,5,3.9,3,-3
Cc1ccc(-c2nn(-c3ccccc3)cc2C(=O)N2CCOCC2)cc1C,1.5,4,4.0,-0.2,52,7,-52,3.8,-5,1
CCOc1ccccc1N1CC(C(=O)Nc2cccc(S(=O)(=O)N3CCCCC3)c2)CC1=O (centres undefined),-0.6,-15,1.0,-1.0,x,1,x,1.4,-3,2
COc1cc(/C=C/C(=O)O)cc(S(=O)(=O)Nc2cc(C(F)(F)F)ccc2N2CCOCC2)c1OC,-0.3,13,1.7,0.0,0,-3,0,-0.9,-1,-3
CN(C)CCCNC(=O)C[C@H]1C[C@H](C(=O)N2CCOCC2)[C@@]2(CCC3CCCC3)c3[nH]c4cc(-c5ccco5)ccc4c3CCN2C1=O,-1.2,5,-1.4,0.1,-16,23,16,1.4,-4,-2
C=C(C)C(=O)OCCCCCCOc1ccc(C(=O)O)cc1,0.0,-3,0.6,-3.3,-11,9,x,2.6,x,-7
O=C(COc1cccc(Cl)c1)Nc1nc(-c2ccc(S(=O)(=O)N3CCOCC3)cc2)cs1,x,-3,x,x,88*,2,-88,3.1,-2,-5
Cc1cccc(N2C(=O)N3[C@H](c4ccc(Br)cc4)[C@@H]4C(=O)N(C(C)(C)C)C(=O)[C@@H]4[C@]3(C)C2=O)c1,-0.9,-5,3.2,-0.6,-60,12,60*,2.4,1,-3
C/C(Cn1nc([N+](=O)[O-])cc1C)=N\NC(=O)c1ccc(O)cc1O,2.6,12,6.3,0.1,7,9,-7,4.0,x,-37
COC(=O)c1ccc(-c2nc(CN3CCCN(C(=O)c4ccco4)CC3)c(C)o2)cc1,2.8,0,3.7,-2.6,26,-4,-26,1.6,3,-3
CC(=O)c1ccccc1NC(=O)COC(=O)C1CCCN1S(=O)(=O)c1ccccc1F (centres undefined),1.8,-4,1.4,0.0,6,3,-6,2.1,-3,-3
COCCNC(=O)c1cn(C)c2ccc(S(=O)(=O)N3CCCCC3)cc2c1=O,1.9,-12,3.0,0.4,3,-2,-3,-0.5,-2,x
Cc1ccc(OCC(=O)N2CCc3ccccc32)c([N+](=O)[O-])n1,19*,9,24*,-0.7,-16,4,16,8.3,1,x
Cc1ccccc1Nc1c(-c2cccnc2)nc2ccccn12,0.3,-1,0.0,0.2,17,-4,-17,0.0,3,-5
COc1ccc(/C(C)=N/N=C(\C)c2ccc(OC)cc2OC)c(OC)c1,-1.5,1,1.6,-0.6,20,4,-20,4.2,-4,-2
COc1cc(/C=C/C(=O)Nc2nnc(CC(C)C)s2)cc(OC)c1OC,0.3,-10,3.9,0.1,53,-7,-53,3.5,1,-1
Cc1ccc(N=C/C(C(=O)C(F)(F)F)=C(\O)c2cccs2)cc1,2.8,68,2.8,-0.8,18,-8,-18,0.5,29,0
CC1c2ccccc2SC(CCCN(C)C)c2ccccc21 (centres undefined),-0.2,14,4.1,-2.9,-11,-4,11,1.3,-3,-2
CC(=O)Nc1ccc(NC(=O)CSc2nc(=O)n(Cc3cccnc3)c3c2CCC3)cc1,x,-3,x,-1.1,-6,5,6,2.2,9,-3
CCn1c(C)c(C)c2cc(C(=O)NCCN3CCOCC3)ccc21,-1.0,-6,4.0,-0.6,30,-12,-30,3.3,-2,-5
O=C(Nc1ccon1)c1csc2ccccc12,-3.2,3,-0.1,-0.2,1,-3,-1,1.5,x,3
O=C(Nc1cccc(C(F)(F)F)c1)c1cccnc1,1.1,9,3.6,-3.7,-1,-4,1,x,-2,-3
CCOC(=O)[C@H](CCc1ccccc1)N[C@@H](C)C(=O)N1CCC[C@H]1C(=O)O,-2.7&2.5,-10&1,-4.3&-0.5,-0.7&-0.4,7&0,21&4,6&0,3.0,1&-1,-1&2
CCCOC(=O)c1ccc(NC(=O)c2c(Cl)ccc(Cl)c2OC)cc1,1.4,-5,3.5,-0.5,17,-1,-17,3.3,0,-5
O=S(=O)(Nc1nc2ccccc2s1)c1ccc(Cl)s1,-0.8,-10,1.8,-2.1,4,-2,-4,2.1,x,-3
COCCNC(=O)CSCc1nc(-c2ccc(SC)cc2)oc1C,0.8,x,0.5,-1.2,21,17,-21,2.0,5,-6
CCOC(=O)C1(CCCc2ccccc2)CCN(C(=O)c2ccoc2)CC1,0.9,-4,-0.7,-2.7,15,-11,-15,3.6,-1,-6

# Ten entries already listed, sorted by length of the SMILES, high to low.
SMILES,Ecoli viability,MITF TRPM1 HTS,AddAB inh,CAL PDZ FP-1,SR-BI HDL uptake,Tat export inh,SR-BI uptake up,phage Ecoli inh,Wnt bcat act,CAL PDZ FP-2
CCOC(=O)[C@H](CCc1ccccc1)N[C@@H](C)C(=O)N1CCC[C@H]1C(=O)O,-2.7&2.5,-10&1,-4.3&-0.5,-0.7&-0.4,7&0,21&4,6&0,3.0,1&-1,-1&2
CC(=O)Nc1ccc(NC(=O)CSc2nc(=O)n(Cc3cccnc3)c3c2CCC3)cc1,x,-3,x,-1.1,-6,5,6,2.2,9,-3
COc1ccc(/C(C)=N/N=C(\C)c2ccc(OC)cc2OC)c(OC)c1,-1.5,1,1.6,-0.6,20,4,-20,4.2,-4,-2
Cc1ccc(N=C/C(C(=O)C(F)(F)F)=C(\O)c2cccs2)cc1,2.8,68,2.8,-0.8,18,-8,-18,0.5,29,0
CCOC(=O)C1(CCCc2ccccc2)CCN(C(=O)c2ccoc2)CC1,0.9,-4,-0.7,-2.7,15,-11,-15,3.6,-1,-6
CCn1c(C)c(C)c2cc(C(=O)NCCN3CCOCC3)ccc21,-1.0,-6,4.0,-0.6,30,-12,-30,3.3,-2,-5
COCCNC(=O)CSCc1nc(-c2ccc(SC)cc2)oc1C,0.8,x,0.5,-1.2,21,17,-21,2.0,5,-6
Cc1ccccc1Nc1c(-c2cccnc2)nc2ccccn12,0.3,-1,0.0,0.2,17,-4,-17,0.0,3,-5
CC1c2ccccc2SC(CCCN(C)C)c2ccccc21 (centres undefined),-0.2,14,4.1,-2.9,-11,-4,11,1.3,-3,-2
O=C(Nc1ccon1)c1csc2ccccc12,-3.2,3,-0.1,-0.2,1,-3,-1,1.5,x,3

# From PubChem
